telomere uncapping: survival after telomere uncapping, modulators, primary screen, cell-based (AID 1259312) | fold change at 10 µM | HCT116 + Ad-hTR-mut, survival, MTT, 5 d; active compounds read high | 4,500 tested, 4.5% active;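 active means cell survival measured by absorbance rises more than 2.5-fold over infected cells without compound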;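 further: virus expresses mutant telomerase RNA that uncaps telomeres and kills cells; compound added 2 days after infection so exposure lasts 3 days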
Numbers without * were called inactive. These rows are one share of the data; the hit share may differ from the screen's.

structure	telomere uncapping
CC[C@@H]1C(=O)OC[C@@H]1Cc1cncn1C	-1.1
N[C@@H](Cc1c[nH]c2ccc(O)cc12)C(=O)O	1.4
Oc1cc2c(cc1O)[C@H]1c3ccc(O)c(O)c3OC[C@@]1(O)C2	1.5
CCCCCC(=O)O[C@]1(C(C)=O)CC[C@H]2[C@@H]3CCC4=CC(=O)CC[C@]4(C)[C@H]3CC[C@@]21C	-1.2
CCn1cc(C(=O)O)c(=O)c2cnc(N3CCNCC3)nc21	-1.1
COc1cc([C@@H]2Oc3cc(C4Oc5cc(O)cc(O)c5C(=O)[C@H]4O)ccc3O[C@H]2CO)ccc1O (stereo not given in full)	-1.3

An excerpt from above in order of formula weight, falling.
structure	telomere uncapping
CCCCCC(=O)O[C@]1(C(C)=O)CC[C@H]2[C@@H]3CCC4=CC(=O)CC[C@]4(C)[C@H]3CC[C@@]21C	-1.2
N[C@@H](Cc1c[nH]c2ccc(O)cc12)C(=O)O	1.4
CC[C@@H]1C(=O)OC[C@@H]1Cc1cncn1C	-1.1

Assay outcomes deposited in PubChem BioAssay by University of Glasgow.
